# Assay outcomes: PubChem, National Center for Advancing Translational Sciences (NCATS)
# APEX1 inh: inhibitors of human APE1 endonuclease; Potency, µM (titrated, usually from 65.8 µM), without a hit: at the highest dose activity change, negative = inhibition, usual class: inhibitors; recombinant APE1, TAMRA/BHQ-2 abasic DNA cleavage fluorescence; AID 2517; 0.35% of 350,000 active;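 note: potency is the fitted concentration of half-maximal effect; plate controls were vehicle for no effect and reference inhibitor for full effect; nearly all actives have a fitted effect of over 55% in size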
# Target sequence (P27695 whole entry, looked up): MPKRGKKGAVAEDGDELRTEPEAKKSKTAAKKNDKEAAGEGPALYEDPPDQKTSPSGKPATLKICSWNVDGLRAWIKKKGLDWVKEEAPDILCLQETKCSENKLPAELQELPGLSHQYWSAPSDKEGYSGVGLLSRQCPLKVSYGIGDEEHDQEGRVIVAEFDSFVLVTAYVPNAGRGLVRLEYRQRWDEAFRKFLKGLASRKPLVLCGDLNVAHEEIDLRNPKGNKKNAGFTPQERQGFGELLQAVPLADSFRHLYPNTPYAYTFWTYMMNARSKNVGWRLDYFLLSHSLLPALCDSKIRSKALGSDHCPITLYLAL
#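 Measures dequenching upon AP-site incision of a 5'-TAMRA/3'-BHQ-2 THF-containing duplex, 50 nM; human APE1 0.75 nM after 15 min room-temperature exposure to compound; kinetic three-point read at one-minute spacing.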
# Pol beta inh: DNA polymerase beta (human) inhibition; Pol beta primer extension/strand displacement, fluorescence kinetic; P06746; Potency, µM (highest dose often 114 µM), for inactives: at the highest dose activity change, negative = inhibition, hits mostly inhibitors; 1.3% of 340,000 active; note: potency is the fitted concentration of half-maximal effect; % is set by controls: 0 for no effect and ±100 for the full control effect
#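 Preincubation: enzyme (10 nM) with compound, 15 min, RT. Reaction: substrate added to 50 nM final. Reads: 0 and 10 min. Analysis: normalized, Hill fit.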
# ALOX12 inh: inhibitors of human 12S-lipoxygenase ALOX12 | P18054 | purified 12hLO, xylenol orange hydroperoxide absorbance | Potency, µM (doses to about 108 µM), for the others: at the highest dose activity change, negative = inhibition, usual class: inhibitors | 1.1% of 580,000 active | AID 1671190; note: potency is the fitted concentration of half-maximal effect; % is set by controls: 0 for no effect and ±100 for the full control effect
#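 Hydroperoxide product was detected by ferrous iron/xylenol orange as the 573 to 405 nm absorbance ratio. Arachidonic acid at 40 uM (final) was turned over for 30 min at room temperature by 150 nM human 12hLO, pH 7.0 Hepes buffer, after 15 min compound preincubation.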
# Anesthetic bind: candidate novel general anesthetic via apoferritin binding; P02791; apoferritin/1-aminoanthracene competitive binding, fluorescence; Potency, µM (titrated, usually from 77.5 µM), inactives show top-dose activity change, negative = displacement, actives largely listed as inhibitors; 0.074% of 350,000 active; note: potency is the fitted concentration of half-maximal effect; % is set by controls: 0 for no effect and ±100 for the full control effect; nearly all actives have a fitted effect of over 20% in size
# Target sequence (P02791 2-175 limits assumed): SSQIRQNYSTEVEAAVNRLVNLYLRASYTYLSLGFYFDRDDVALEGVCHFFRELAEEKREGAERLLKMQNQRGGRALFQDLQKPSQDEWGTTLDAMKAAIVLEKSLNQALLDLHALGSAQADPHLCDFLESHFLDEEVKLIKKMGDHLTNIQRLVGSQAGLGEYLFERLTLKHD
#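 Horse-spleen apoferritin (10 uM) was mixed with 50% saturated 1-aminoanthracene in PBS, exposed to compounds for 10 min at room temperature, and read for fluorescence (ex 380 nm, em 535 nm). Competitive displacement was fitted with a four-parameter Hill equation.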
# POLI inh: inhibitors of human DNA polymerase iota | Q9UNA4 | Pol iota fluorescent replication assay, 10 min | Potency, µM (highest dose often 115 µM), for the others: at the top dose activity, negative = inhibition, usual class: inhibitors | 1% of 390,000 active | AID 588590; note: potency is the fitted concentration of half-maximal effect
#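 Fluorescent replication assay read twice, at 0 min and 10 min after adding 50 nM (final) substrate. Enzyme (10 nM) and compounds were first incubated 15 min at room temperature; enzyme-free buffer wells were negative controls.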
# ERG-DNA inh: ERG Ets/DNA interaction inhibition; fluorescence polarization, His-ERG Ets domain / labelled DNA; 0.028% of 370,000 active; Potency, µM (top dose mostly 76.9 µM), for inactives: at the top dose FP activity, negative = inhibition, hits mostly inhibitors; P11308; active = well fitted inhibition curve with a large enough effect in the polarisation, with a control signal flat; inconclusive = small, poorly fitted or top-dose-only effect, or effect the other way, or a change in a side signal; inactive = no such curve, though single readings can be large or run the other way; the % refers to the polarisation;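 note: polarization taken with two DNA probes labelled with fluorescein and Texas red; potency is the fitted concentration of half-maximal effect; % of control where 0% means no effect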
# Target sequence (P11308 whole entry, looked up, the tested form may be a part): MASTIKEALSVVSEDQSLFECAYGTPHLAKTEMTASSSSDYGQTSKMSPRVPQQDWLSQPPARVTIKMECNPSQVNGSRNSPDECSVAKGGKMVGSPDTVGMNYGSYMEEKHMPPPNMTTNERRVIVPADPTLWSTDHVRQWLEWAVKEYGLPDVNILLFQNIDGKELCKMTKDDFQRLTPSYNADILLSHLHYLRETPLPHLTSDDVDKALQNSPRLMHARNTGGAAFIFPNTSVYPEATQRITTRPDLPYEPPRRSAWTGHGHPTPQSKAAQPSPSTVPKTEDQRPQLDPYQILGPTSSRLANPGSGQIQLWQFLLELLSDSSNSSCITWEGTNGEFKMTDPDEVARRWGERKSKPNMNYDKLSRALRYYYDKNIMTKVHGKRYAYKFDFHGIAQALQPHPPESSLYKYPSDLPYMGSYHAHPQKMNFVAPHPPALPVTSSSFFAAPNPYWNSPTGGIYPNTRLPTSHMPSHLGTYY
#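 His-tagged ERG Ets domain (1 uM in the protein solution; 300mM KCl, 50mM Tris-HCl, 1mM EDTA, 1mM DTT, pH 7.5) received compound, then a probe mix of 5 nM fluorescein-DNA and 100nM Texas-615-DNA. Fluorescence polarization was read for both dyes.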
# BLM helicase inh: inhibitors of human Bloom syndrome helicase BLM | 0.2% of 350,000 active | P54132 | recombinant BLM DNA unwinding, fluorescence dequenching | Potency, µM (top dose mostly 56.1 µM), for inactives: top-dose activity change, negative = inhibition, actives largely listed as inhibitors;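 note: potency is the fitted concentration of half-maximal effect; plate controls were vehicle for no effect and no enzyme for full effect; nearly all actives have a fitted effect of over 35% in size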
# POLK inh: DNA polymerase kappa (human) inhibition. purified Pol kappa, fluorescent DNA synthesis assay, 10 min. Q9UBT6. 0.53% of 400,000 active. Potency, µM (top dose mostly 107 µM), for inactives: at the highest dose activity, negative = inhibition, actives largely listed as inhibitors. AID 588579; note: potency is the fitted concentration of half-maximal effect; % is set by controls: 0 for no effect and ±100 for the full control effect
#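 Kinetic fluorescence screen: compound preincubated 15 min RT with 10 nM enzyme; 50 nM substrate (final) initiates; reads at 0/10 min.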
# TRHR ag: TRH receptor (human) agonism; P34981; TRHR cells, calcium flux fluo-8, FDSS agonist mode; activation, % at 2 µM; 0.18% of 360,000 active; AID 493084; in the data active = activation above about 30%; note: 0% is about no effect
#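 TRHR-expressing cells loaded with fluo-8 calcium dye; 23 nL library compound pin-transferred, kinetic FDSS fluorescence (Ex 480/Em 530) recorded about 180 s for agonist-induced calcium release, before a 10 nM TRH EC20 addition for potentiator mode.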
# * hit, by the source's call; ? = inconclusive; / = no result given; & = joins results of further samples; [ ] = another dose, or the depositor's remark. Unless noted, calls come from the whole dose curve; as a rule, active = well fitted curve in the direction sought with a large enough effect; inconclusive = small, poorly fitted or top-dose-only effect, or another doubt; inactive = no such curve, though single readings can be large; an effect the other way counts as inactive or inconclusive.
# Screens in order: APEX1 inh, Pol beta inh, ALOX12 inh, Anesthetic bind, POLI inh, ERG-DNA inh, BLM helicase inh, POLK inh, TRHR ag
O=C(COc1ccc(Br)cc1CO)N1CCCc2ccccc21
→ 8%, 21%, -13%, 6%, 25%, -14%, -4%, 5%, -0.3
CCOC(=O)C1CCN(C(=O)c2cccnc2Cl)CC1
→ 2%, 49%, 29%, -5%, 24%, 13%, 1%, -10%, 0.3
O=C(Nc1ccc(Cl)cc1C(=O)NCC1CCCO1)c1ccc(Cl)cc1Cl (stereo not drawn)
→ -6%, -12%, 5%, -20%, 14%, -2%, -6%, -7%, -1.0
Cc1cc(O)c(/C=N/Nc2cccc(Cl)c2)c(=O)o1
→ 0%, 19%, ?, -13%, 4%, -5%, -3%, -7%, 0.2
CCC/C(=N\NC(=O)c1ccc(OC)c(OC)c1)c1ccccc1
→ -1%, -25%, -1%, -9%, 43%, 6%, 2%, 9%, 2.1
CN(CC(=O)Nc1ccc(S(=O)(=O)N2CCCC2)cc1)CC(=O)Nc1cccc(F)c1
→ 15%, 10%, -8%, -18%, -16%, -2%, -3%, -34%, -0.1
COc1ccccc1N(C)S(=O)(=O)c1ccc(C(=O)N(C)Cc2ccc(Cl)s2)cc1
→ 7%, /, -11%, /, -9%, 8%, /, -13%, 0.2
CCc1ccc2nc(SCC(=O)NCC3CCCO3)c(C#N)cc2c1 (stereo not drawn)
→ 0%, 30%[activator], -4%, -9%, 85%[activator], -1%, -1%, 0%, -0.7
CC(=O)N(Cc1cccnc1)Cc1cc2ccccc2[nH]c1=O
→ -2%, -1%, 0%, -9%, -2%, 3%, -4%, 2%, -0.5
COc1ccc(CC(=O)Nc2c(C(=O)N3CCN(c4ccccc4)CC3)oc3ccccc23)cc1OC
→ 7%, 1%&-23%, 16%&-12%, -7%&6%, 29%&31%, -2%&4%, -10%&-6%, -2%&-26%, 0.1&0.0
CC(C)c1ccc(C2OCC(C)([N+](=O)[O-])CO2)cc1 (stereo not drawn)
→ /, /, ?, /, -6%, -14%, /, 0%, /
Cc1occc1C(=O)Nc1cccc([N+](=O)[O-])c1C
→ 2%, 9%, 5%, -12%, 18%, 0%, 0%, 2%, -1.6
O=C(NCCNC1CCN(Cc2ccccc2)CC1)c1cccs1
→ 0%, 9%, /, -14%, /, /, 4%, /, 0.0
O=C(CSc1nnc(-c2ccc(Br)cc2)o1)Nc1cccc2ccccc12
→ 5%, -26%, 2%, ?, 3%, -1%, -3%, -4%, -0.4
COc1cccc(NC(=S)NCc2ccc3c(c2)cc(C)n3C)c1
→ 2%, 0%, ?, ?, 22%, ?, -9%, -15%, 0.1
Cc1ccc(-c2nnc(-c3ccccc3S(=O)(=O)Cc3ccc(Cl)cc3)o2)cc1
→ -4%, ?, -15%, -23%, -1%, 6%, -1%, 2%, 0.0
CCOC(=O)C(Cc1ccccc1)C(=O)c1ccco1 (stereo not drawn)
→ 6%, /, -6%, /, 6%, 0%, /, -15%, -0.1
COC(=O)c1sccc1NC(=O)c1cccc(OC)c1
→ -4%, -15%, 155%[activator], ?, ?, -3%, 0%, -6%, 0.1
Cc1ccc2ccc3cc(C(=O)N4CCN(c5ccccc5F)CC4)nc3c2[nH]1
→ /, -29%, -7%, -14%, 14%, -3%, -1%, 3%, -0.4
COc1cccc(/C=N/NC(=O)c2cc(C34CC5CC(CC(C5)C3)C4)[nH]n2)c1
→ 6%, -3%, 91%[activator], -15%, 8%, -2%, -16%, -3%, 1.6
Cc1cc(C)c(Cn2c3ccccc3c3cnn(CC(=O)NCC(C)c4ccccc4)c(=O)c32)c(C)c1 (stereo not drawn)
→ /, 23%, 5%, 3%, -18%, 10%, -3%, -7%, 1.2
O=C(O)c1ccc(-c2ccc(/C=C3\NC(=O)N(Cc4ccc(Cl)cc4)C3=O)o2)cc1
→ -31%, -3%, ?, 7%, 28µM*, 1%, -1%, ?, -0.1
O=C(O)CCC(=O)N1CCC[C@H]1C(=O)O
→ 4%, -1%, -23%, -12%, 0%, 1%, 2%, -6%, 0.1
Cc1nn(C)cc1/C=N/NC(=S)Nc1ccccc1
→ -2%, 0%, ?, -8%, ?, 3%, -2%, -8%, 0.1
COc1cccc(-n2c(SCC(=O)OC(C)C)nnc2-c2cccnc2)c1
→ 14%, 9%, 9%, 3%, 45%[activator], /, 1%, -6%, 0.1
COC1=CC(=O)OC(C)(c2ccccc2)C1 (stereo not drawn)
→ /, /, -6%, /, 12%, 6%, /, 5%, /
COc1ccc(/C=C/C(=O)c2ccccc2)cc1Cn1nnc2ccccc21
→ 15%, 41%, 0%, -8%, -30%, /, 0%, -3%, 0.5
COCCN(C(=O)Nc1ccc(OC)cc1OC)C1CCN(C(C)=O)CC1
→ 3%, 43%, 4%, -5%, 13%, -6%, 1%, 1%, -0.1
C/C(=N\NC(=O)CNC(=O)c1ccc2c(c1)OCCO2)c1ccco1
→ -1%, -20%, 256%[activator], ?, 123%[activator], 8%, -4%, 0%, 0.5
CCN(c1cccc(C(F)(F)F)c1)S(=O)(=O)c1ccc2c(c1)CCN2C(C)=O
→ 0%, -1%, -19%, -20%, -7%, 8%, -10%, -6%, -0.5

# An excerpt from above in order of the APEX1 inh value, smallest number first.
smiles | APEX1 inh
Cc1nn(C)cc1/C=N/NC(=S)Nc1ccccc1 | -2%
CCc1ccc2nc(SCC(=O)NCC3CCCO3)c(C#N)cc2c1 (stereo not drawn) | 0%
COc1ccc(/C=C/C(=O)c2ccccc2)cc1Cn1nnc2ccccc21 | 15%

# Carrying on.
# Screens in order: APEX1 inh, Pol beta inh, ALOX12 inh, Anesthetic bind, POLI inh, ERG-DNA inh, BLM helicase inh, POLK inh, TRHR ag
CC(O)CCc1ccc(O)cc1 (stereo not drawn)
→ 0%, 18%, -3%, -15%, 22%, 2%, -1%, -2%, 0.1
Cc1ccc(S(=O)(=O)c2c[nH]c3cc4c(cc3c2=O)OCO4)cc1
→ 0%, -23%, -3%, -9%, /, /, -8%, /, 0.2
COc1cccc(NC(=O)C2CCCN2S(=O)(=O)c2ccc3nc(-c4ccccc4)[nH]c3c2)c1 (stereo not drawn)
→ /, 7%, -19%, -2%, -12%, -3%, -5%, 2%, 0.7
Cc1ccc(-c2ccc([C@H]3[C@@H]4C=CCC[C@@]4(C)C(=O)N3Cc3ccccc3)c(F)c2)cc1
→ 14%, -6%, -24%, -12%, -10%, 1%, -6%, -11%, 0.2
COC(=O)c1cc(OC)c(OC)cc1-n1cnc2cc(OC)c(OC)cc2c1=O
→ 3%, -3%, 20%, -15%, ?, 9%, -1%, 9%, 1.1
COc1ccccc1C1=NN(C(=S)Nc2ccccc2)C(c2ccco2)C1 (stereo not drawn)
→ -6%, 11%, ?, -6%, 46%[activator], -3%, -8%, -5%, -0.1
Cc1ccc(SCC(=O)N=C2NC(=O)CS2)cc1
→ -6%, ?, -17%, -20%, -8%, 23%, -3%, -8%, 0.5
CCCN1CCC(NC(=O)Nc2ccc(OC)c(OC)c2)CC1
→ -2%, -14%, 0%, 1%, -9%, 7%, -4%, -5%, 1.0
CCc1ccc(-c2nc(CN3CCC(C(=O)NCCc4ccc(OC)c(OC)c4)CC3)c(C)o2)cc1
→ -4%, -1%, 0%, -12%, 30%[activator], 2%, -6%, -15%, 0.5
Cn1c(Cl)nc2c1c(=O)n(Cc1cccc(Br)c1)c(=O)n2C
→ 3%, -9%, -15%, -8%, 13%, -1%, -4%, 2%, 0.0
CC1CC(C)CN(C(=O)c2ccc(S(=O)(=O)N3CC(C)CC(C)C3)cc2)C1 (stereo not drawn)
→ -16%, 46%, -6%, ?, 21%, -11%, -2%, 0%, 0.0
O=C(CC1NCCNC1=O)NC1Cc2ccccc2C1 (stereo not drawn)
→ ?, 2%, 112%[activator], -18%, 35%[activator], -1%, 2%, 4%, -0.5
CCOc1ncccc1C(=O)Nc1cccc(S(=O)(=O)N2CCCCC2)c1
→ 28%, /, -35%, /, -19%, 11%, /, 6%, 0.1
O=C(O)CCN1C(=O)c2ccccc2C1=O
→ 3%, 6%, 0%, 0%, 7%, -3%, 2%, -5%, -0.4
CC(C)CC(=O)Nc1c2c(nn1-c1ccc(F)cc1)CSC2
→ 4%, 1%, -4%, -21%, -14%, -8%, -1%, 0%, -0.4
Cc1ccc(C(=O)COc2cc(C)nc3nncn23)cc1
→ -4%, 15%, ?, -7%, 47%[activator], -5%, 1%, 5%, 0.3
CCOc1ccc(S(=O)(=O)NCC(=O)NC2CCCCC2)cc1
→ -6%, /, -51%, /, 24%, -4%, /, 8%, -0.2
O=S(=O)(NC1CCCC1)c1cc(F)ccc1F
→ 15%, 32%, 7%, -9%, 12%, 4%, -12%, -6%, 1.0
O=C(c1noc2c1CCCC2)N1CCCC(N2CCN(c3ccccc3F)CC2)C1 (stereo not drawn)
→ 14%, 6%, /, -8%, 15%, 2%, -2%, 5%, 0.3
COc1ccc(NC(=O)CSc2nnc(N)s2)c([N+](=O)[O-])c1
→ -4%, 1%, 8%, -9%, 149%[activator], -5%, -1%, -4%, -0.3
COc1ccc([C@@H]2CC(=O)c3c(O)cc(O[C@@H]4OC(CO[C@@H]5OC(C)[C@H](O)[C@@H](O)[C@H]5O)[C@@H](O)[C@H](O)[C@H]4O)cc3O2)cc1O (stereo partly drawn)
→ 19%, /, ?, /, -6%, 7%, /, 2%, /
CC(=O)Nc1ccc(C(=O)N/C(=C/c2ccccc2)C(=O)NCc2ccco2)cc1
→ -3%, 46%, -10%, 5%, 121%[activator], -4%, -1%, -7%, 0.3
CCC(C)c1ccc(NC(=S)NCc2ccccc2OC)cc1 (stereo not drawn)
→ 18%, 26%, ?, 0%, 131%[activator], 5%, -9%, -4%, 0.2
CCn1c(=O)c2cc(C(=O)NC(C)C)sc2c2ccccc21
→ 13%, 0%, -20%, -7%, 39%[activator], 3%, 0%, 10%, -0.5

# An excerpt; the hit share may differ from the screen's.
